Assay outcomes deposited in PubChem by Icahn School of Medicine at Mount Sinai.
ROC1-CUL1 inh: human ROC1-CUL1 E3 ligase inhibition. AID 1347404. P62877+Q13616. actives 0.6% (n = 140,000). in vitro K48 di-Ub FRET, acceptor:donor ratio, 45 min. inhibition, % at 10 µM; in the data active = inhibition above about 25%
Target sequence (P62877 whole entry, looked up): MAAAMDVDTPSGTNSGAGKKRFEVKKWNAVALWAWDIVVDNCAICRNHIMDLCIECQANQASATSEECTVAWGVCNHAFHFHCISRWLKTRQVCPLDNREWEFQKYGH
Target sequence (Q13616 whole entry, looked up): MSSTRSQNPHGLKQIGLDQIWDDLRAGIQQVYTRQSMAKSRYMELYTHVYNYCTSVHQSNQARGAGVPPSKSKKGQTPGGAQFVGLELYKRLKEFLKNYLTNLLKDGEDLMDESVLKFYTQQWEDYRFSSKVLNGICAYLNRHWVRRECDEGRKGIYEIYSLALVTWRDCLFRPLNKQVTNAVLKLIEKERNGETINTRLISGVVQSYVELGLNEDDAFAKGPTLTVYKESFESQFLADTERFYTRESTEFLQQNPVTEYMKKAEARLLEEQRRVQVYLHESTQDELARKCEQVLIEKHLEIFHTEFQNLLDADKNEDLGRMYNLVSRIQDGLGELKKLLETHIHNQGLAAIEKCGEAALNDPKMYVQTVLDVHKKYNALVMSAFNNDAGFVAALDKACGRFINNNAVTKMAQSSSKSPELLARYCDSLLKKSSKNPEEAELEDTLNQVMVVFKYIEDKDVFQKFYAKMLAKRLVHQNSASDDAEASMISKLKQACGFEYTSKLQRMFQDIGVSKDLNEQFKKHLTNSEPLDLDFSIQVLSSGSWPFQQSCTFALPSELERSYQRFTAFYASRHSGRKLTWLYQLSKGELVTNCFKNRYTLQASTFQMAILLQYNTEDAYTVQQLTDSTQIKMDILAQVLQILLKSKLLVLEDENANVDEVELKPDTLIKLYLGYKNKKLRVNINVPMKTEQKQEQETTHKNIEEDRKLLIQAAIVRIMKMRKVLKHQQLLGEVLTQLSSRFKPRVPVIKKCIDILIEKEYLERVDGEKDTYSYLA
An asterisk follows results filed as active. This is a subset. The share of hits here may be higher or lower than overall.

structure | ROC1-CUL1 inh
COc1ccc(OC)c(NC(=S)NCCO)c1 | -5
O=C(Nn1cnnc1)C1CCCC1 | 4
CCc1cccc(NC(=O)c2cccc3c2C(=O)N(C2CCCCC2)C3)c1 | 0
CC(=C1C(=O)c2ccccc2C1=O)N1c2ccccc2N=C2CC(C)(C)CC(=O)C2C1c1ccccc1F (configuration not stated) | -11
CCOc1cc(CNCCc2ccccc2)cc(Cl)c1OCC(=O)NC(C)(C)C | -3
Cc1nc(N2CCOCC2)nc2c1C(=O)CC(C)C2 (configuration not stated) | -4
CCNC(=S)NNC(=O)c1csc2c1CCC(C)C2 (configuration not stated) | -1
CN1CCC(=NNC(=O)CCSc2ccccc2)CC1 | -4
O=C1C(=O)N(c2nnc(SCc3ccccc3)s2)C(c2cccs2)C1C(=O)c1cc2ccccc2o1 (configuration not stated) | 2
COc1ccc(CNC(=O)c2ccc(Cn3cc(Br)cn3)cc2)cc1 | 0
Cc1ccc(S(=O)(=O)Nc2ccc3nc(-c4cccc(Cl)c4)oc3c2)cc1 | -5
Cc1cccc(NC(=O)c2sc3nc(-c4ccccc4)cn3c2C)c1C | -9
Cc1ccc2nc(-c3cccs3)c(Nc3c(C)cccc3C)n2c1 | 2
O=C(CSc1ncnn1-c1ccccc1)Nc1ccc(Br)cc1F | 8
CCOC(=O)N1CCN(c2ccc(C(F)(F)F)cn2)CC1 | 8
CCCn1c(=O)c2c(nc3n(-c4ccc(O)cc4)c(C)cn23)n(C)c1=O | 7
CC1CC(=O)C2=C(C1)Nc1ncnn1C2c1cccc(F)c1 (configuration not stated) | -13
Cc1ccc(C(=O)Oc2ccc(C(=O)COC(=O)CNC(=O)c3ccc(C(C)(C)C)cc3)cc2)cc1 | -12
COc1ccc(C(=O)Cn2c3ccccc3n3nc(-c4ccco4)nc23)cc1 | 1
CCOc1cc(C)ccc1S(=O)(=O)N1CCCCC1 | 3
O=S(=O)(Cc1cccc(Cl)c1)NC1CC2CCC1C2 (configuration not stated) | 6
O=C(NCc1ccc(F)cc1)C1CCCCN1S(=O)(=O)c1ccc(F)cc1 (configuration not stated) | 0
Cc1sc2nc(CN3CCN(C)CC3)[nH]c(=O)c2c1C | -2
Cc1cc(=O)c2cc(Br)ccc2[nH]1 | 3
CCc1cccc(C)c1Nc1c(-c2ccc(N(C)C)cc2)nc2cnccn12 | -4
COCCCNc1nc2c(c(=O)n(C)c(=O)n2C)n1Cc1ccccc1C | 0
NCCc1cc(=O)[nH]c(-c2ccccc2C(F)(F)F)n1 | 4
CC#CCN1C(=O)NC(Cc2cccc(F)c2)(C2CCN(C(=O)/C=C/c3cccnc3)CC2)C1=O (configuration not stated) | 4
Cc1ccc(-n2nnnc2-c2cnc3cc(Cl)ccc3c2N)cc1 | 3
Cc1cc(-c2ccnc(-n3ncc(C(=O)N(CCO)Cc4ccccc4)c3C3CC3)n2)c(C)s1 | 2
Cc1cccc(-c2cnc(C)nc2C2CCCN(C(=O)c3ccc(Oc4ccccc4)o3)C2)c1 (configuration not stated) | 12
COc1ccccc1NC(=O)C1C(C)=Nc2c(C(=O)Nc3ccc(F)cc3)cnn2C1c1ccc(Cl)cc1 (configuration not stated) | 3
CO[C@H]1[C@H](NC(=O)C(C)C)c2ccccc2C12CCN(C(=O)c1cc3c(nc1Cl)CCC3)CC2 | 7
CCC(=O)N1c2ccccc2CC1C(=O)NCc1cccc(C)c1 (configuration not stated) | -7
CC(C)c1ccc(S(=O)(=O)N2CCN(S(C)(=O)=O)CC2)cc1 | 4
COc1cccc(NC(=O)C2CCCN(S(=O)(=O)c3cn(C(C)C)cn3)C2)c1 (configuration not stated) | -4
O=c1c2c3c(sc2nc(SCc2cccc(Cl)c2Cl)n1-c1ccccc1)CCC3 | -7
CCn1cc(C(=O)NCc2ccc(C)cc2)c(=O)c2cc(S(=O)(=O)N3CCc4ccccc4C3)ccc21 | -12
Cc1oc(-c2ccc(NC(=O)Cc3ccccc3)cc2)nc1CNC(=O)c1cc(-c2ccccc2)no1 | 2
CCc1ccc(NC(=O)N2CCOc3ccc(Cl)cc32)cc1 | 2
Cc1cc(NC(=O)COc2c(C)cccc2C)no1 | 5
CCOC(=O)c1cc(-c2ccccc2)n(CCCC(=O)Nc2cccc(C)c2C)c1C | -7
Cc1ccc(CNCC2(O)CCCN(Cc3ccccc3F)C2=O)s1 (configuration not stated) | -9
COc1ccccc1N1CCN(c2cc(C)nc3c(-c4ccc(Cl)cc4)c(C)nn23)CC1 | -3
CC(C)CC(=O)Nc1ccnn1C1CCN(C(=O)CN2CCCCC2)CC1 | -7
CCc1ccc(C(=O)COC(=O)C(NC(=O)C2CCC(C)CC2)C(C)C)cc1 (configuration not stated) | -2
CCN1/C(=C2/SC(=S)N(N)C2=O)Sc2ccc(Cl)cc21 | 4
COc1ccccc1CNC(=O)c1ccc2c(c1)CCN2S(=O)(=O)c1ccccc1 | 4
CC(C)Oc1ccccc1NC(=O)c1ccc(Br)o1 | 4
N#C/C(=C/c1ccc(Cl)cc1Cl)c1nc2ccccc2c(=O)[nH]1 | 2

Other entries follow:
structure | ROC1-CUL1 inh
O=C(CCC1CCCCC1)NC1(C(F)(F)F)N=C(c2ccccc2)NC1=O (configuration not stated) | 9
O=C(O)c1cc(S(=O)(=O)Nc2cccc(Cl)c2)ccc1Cl | 4
CCOc1ccc(OCC)c(NC(=O)c2nnn(CC(=O)Nc3ccc(C)cc3C)c2N)c1 | -7
O=S(=O)(Cc1ccccc1Cl)Nc1ccc(F)c(F)c1 | 0
COc1ccc(C2(c3csc(N)n3)CCCC2)cc1OC | 3
O=C(O)CN1C(=O)/C(=C2\SC(=O)NC2=O)c2ccccc21 | -1
Cc1nc(N2CCN(Cc3ccccc3)CC2)nc2c1C(=O)CC(c1cccs1)C2 (configuration not stated) | 2
NC(=O)C1CCN(C(=O)CC(c2ccccc2)c2ccc3c(c2)OCO3)CC1 (configuration not stated) | -1
COc1ccc(OC)c(C(=O)c2ccc(C(=O)NCCOC34CC5CC(CC(C5)C3)C4)cc2)c1 | -2
COC(=O)C1=C(C(=O)OC)C2C3CC4C(C13)C42 | 16
Cc1cccc(C)c1NC(=O)CN(N=Nc1nonc1N)c1nonc1N | 0
Cc1ccc(NC(=O)Oc2ccc3c(C)cc(=O)oc3c2)cc1NC(=O)Oc1ccc2c(C)cc(=O)oc2c1 | -1
CCOC(=O)C1C(=N)N(c2cccc(Cl)c2C)C2=C(C(=O)CCC2)C1c1ccc(OC)c(OC)c1 (configuration not stated) | 8
Cc1ccc2c(c1)C1(C)C=CC(=O)CC1O2 (configuration not stated) | 9
O=C(c1ccc(N2CCC(NC(CCn3ccnc3)c3ccccc3)CC2)cc1)N1CCOCC1 (configuration not stated) | 15
COc1ccc(-c2cc(C(C)=O)c(C)n2CCC(=O)NCc2ccccc2OC)cc1 | 6
Cc1ccc(-c2nc(C)c(CCNC(=O)c3ccccc3Br)s2)cc1 | -1
CCN(C(=O)CSc1nc2ccccc2n1Cc1ccc(F)cc1Cl)c1ccccc1 | 3
CC1Cc2cc(S(=O)(=O)NCCc3ccc(Cl)cc3)ccc2N1C(=O)C1CCC1 (configuration not stated) | -3
Cc1ccc(CNC(C)(C)CO)cc1 | 2
C/C=C/CN1N=C(C(C)(C)C)Cn2c1nc1c2c(=O)n(C)c(=O)n1C | -3
O=C1OC2(CCCCC2)OC2C1OC1(CCCCC1)OC2C1COC2(CCCCC2)O1 (configuration not stated) | -11
Cc1cccc(C)c1NC(=O)C1(N(Cc2ccco2)C(=O)Cc2c[nH]c3ccccc23)CCCCC1 | -1
COC(=O)c1ccccc1NC(=O)C1=CC(c2cccs2)=NS(=O)(=O)N1C | 3
COc1cccc(N2C(=O)C(CC(=O)Nc3cccc(F)c3)N(C3CCCC3)C2=O)c1 (configuration not stated) | -2

Fetched by structure from the entries so far, 3 records:
structure | ROC1-CUL1 inh
CCOc1ccc(OCC)c(NC(=O)c2nnn(CC(=O)Nc3ccc(C)cc3C)c2N)c1 | -7
Cc1cc(=O)c2cc(Br)ccc2[nH]1 | 3
COc1ccc(C(=O)Cn2c3ccccc3n3nc(-c4ccco4)nc23)cc1 | 1

The list goes on:
structure | ROC1-CUL1 inh
CCc1ccccc1NC(=O)c1cc2ccccc2cc1O | 8
Cc1ccc(S(=O)(=O)N=S2N=C(c3ccccc3)Nc3ccc(C)cc32)cc1 (configuration not stated) | 4
CCOC(c1ccccc1)c1ccc2c(c1)CN(C(=O)c1cccc(C#CC(C)(C)O)c1)CCO2 (configuration not stated) | 3
CCOC(=O)c1ccc(NC(=O)c2ccc3c(c2)c(C)c(C)n3Cc2ccc(F)cc2)cc1 | -1
CCCCc1ncc(CN2CCCC(CNS(=O)(=O)c3ccc(OC)cc3)C2)[nH]1 (configuration not stated) | -3
Cc1cccc(C)c1NC(=O)C1CCN(Cc2ccccc2)CC1 | 11
COc1ccccc1OCCCn1c(C2CC(=O)N(c3ccc(F)cc3)C2)nc2ccccc21 (configuration not stated) | -3
CCOC(=O)c1[nH]c(SC)nc1N | -3
O=C(CCC1CCCCC1)N1CCOc2ccc(CN3CCC(Oc4cccnc4)CC3)cc2C1 | -2
COc1ccccc1CC(=O)N1CCN(c2ccc([N+](=O)[O-])cc2)CC1 | 4
Cc1ncc2c(c1CNC(=O)Cc1cccs1)CCN(C(=O)/C=C/c1cc(F)cc(F)c1)C2 | 2
COC(=O)c1c(-c2ccc(F)cc2)csc1NC(=O)c1cc([N+](=O)[O-])ccc1Cl | -1
CN(CCc1ccccc1)C1(C(=O)N2CCNC(=O)CC2)Cc2ccccc2C1 | 1
S=c1[nH]nc(-c2ccccc2)n1-c1ccc(Br)cc1 | 2
CCOc1ccc(NC(=O)CSc2nnc(-c3ccc(Cl)cc3Cl)n2N)c([N+](=O)[O-])c1 | 2
CN=C(NC#N)SCC(=O)c1ccc(Cl)cc1Cl | -4
O=S(=O)(N1CCOCC1)N1CCc2[nH]nc(-c3ccco3)c2C1 | 12
Cc1cc(=O)[nH]c2nnc(SCC(=O)Nc3ccc(OC(F)(F)F)cc3)n12 | 7
CCN(CC)CCOC(=O)c1ccc(NC(=O)CSc2cc(=O)n(CC)c3ccccc23)cc1 | 6
O=C(Nc1ccc(F)cc1F)c1cc(S(=O)(=O)N2CCCCC2)c[nH]1 | -1
CCN(CCn1cccn1)c1nc2nonc2nc1N(C)C | 5
Cc1ccc(C)c(N2CCN(CCCNC(=O)c3cnn(-c4ccc(F)cc4)c3C3CCN(C(=O)OC(C)(C)C)CC3)CC2)c1 | 15
Cc1ccc2ccc(C(Nc3ccccn3)c3ccc(C)s3)c(O)c2n1 (configuration not stated) | -2
CCCCCCNS(=O)(=O)c1ccc(NC(=O)C(=O)OCC)cc1 | 3
COc1cc(NC(C)=O)c(-c2c(NC(C)=O)cc(OC)c(OC)c2OC)c(OC)c1OC | 5
O=C1OC(c2ccccc2)=N/C1=C\c1cccn(-c2ccccc2)c1=S | -6
CN1CCc2c1nc1ccccc1c2NC(=O)CN1CCCCCC1 | -1
Cc1cc(C)c2oc(-c3cc(NC(=O)c4cc5ccccc5o4)ccc3Cl)nc2c1 | -5
Cc1ccc(C(C)C)c(OCC(=O)Nc2ccc(S(=O)(=O)Nc3onc(C)c3C)cc2)c1 | -4
Cc1ccccc1-n1c2nc(=O)[nH]c(=O)c-2cc2c(Cl)cccc21 | -2
O=C1CC(=Nc2ccc(Cl)cc2Cl)CC(c2ccco2)C1 (configuration not stated) | -14
COc1cc(-c2[nH]nc3c2C(c2ccc(C(C)C)cc2)C(C#N)C(=N)O3)cc(OC)c1OC (configuration not stated) | -4
COc1ccc(C2C3=C(CCCC3=O)N(c3ccccc3C#N)C(=N)C2C#N)cc1CN1CCCC1 (configuration not stated) | -1
COc1cc(C(=O)O)ccc1OC(=O)COc1cc(C)ccc1C(C)C | -4
Cc1ncsc1CCC(=O)N1CCc2c([nH]c3ccccc23)C1C(C)(C)C (configuration not stated) | -1
Cc1cc(C)c(NC(=O)Cn2c(=O)n(Cc3ccc4c(c3)OCO4)c(=O)c3ccc(C(=O)NC4CCCCC4)cc32)c(C)c1 | -2
CCOC(=O)c1c(NC(=O)CN2CCN(CC)CC2)sc(C)c1-c1ccc(Cl)cc1 | -6
CCN(CC)CCOC(=O)c1ccc(NC(=O)c2cccc(OC)c2)cc1 | 3
CCCN(CCC)c1nc(N)nc(-c2cc(Cl)ccc2OC)n1 | -3
O=S(=O)(c1ccccc1)n1c(C(O)c2cccnc2)cc2ccccc21 (configuration not stated) | 7
COc1cccc(CNCCO)c1OCc1ccc(F)cc1 | -2
Cc1ccccc1Cn1c(CCCNC(=O)C2CCCCC2)nc2ccccc21 | -4
Cc1ccc(CNC(=O)C2CCCN(S(=O)(=O)c3cccc4nsnc34)C2)cc1 (configuration not stated) | -2
CCc1noc(C)c1C(=O)Nc1sc2c(c1C(N)=O)CCCCCC2 | 6
CCCn1c(C)c(CC(=O)NC(C)C)c2c1CC(C)(C)CC2=O | -5
CCN(CC)C(=O)c1c(NC(=O)c2cccs2)sc2c1CCC(C(C)(C)C)C2 (configuration not stated) | 8
O=C(Cn1c(=O)sc2ccccc21)Nc1ccc(Cl)cc1Cl | -2
CCCNc1ccc(S(=O)(=O)N(CC)CC)cn1 | 5
CCOC(=O)c1c(-c2cccc3ccccc23)csc1NC(=O)c1ccc([N+](=O)[O-])cc1[N+](=O)[O-] | 2

Arranged by the number under ROC1-CUL1 inh (low to high): some entries from above.
structure | ROC1-CUL1 inh
O=C1OC(c2ccccc2)=N/C1=C\c1cccn(-c2ccccc2)c1=S | -6
CCCn1c(C)c(CC(=O)NC(C)C)c2c1CC(C)(C)CC2=O | -5
CCN(CC)CCOC(=O)c1ccc(NC(=O)c2cccc(OC)c2)cc1 | 3
CCCNc1ccc(S(=O)(=O)N(CC)CC)cn1 | 5
CCc1noc(C)c1C(=O)Nc1sc2c(c1C(N)=O)CCCCCC2 | 6
